# Anthrax LF inh2 = inhibitors of Bacillus anthracis lethal factor protease; AID 588501; multiplex microsphere protease cleavage assay, LF; 360,000 tested, 0.12% active; P15917; inhibition, % at 10 µM; further: plate controls were buffer without enzyme for full effect and enzyme alone for no effect
# CCHF vOTU inh = CCHFV vOTU protease inhibition; inhibition, % at 11.5 µM; 370,000 tested, 0.55% active; Pep-AMC fluorescence; AID 651958; in the data active means inhibition above about 30%; further: 0% = vehicle wells with enzyme and 100% = no enzyme wells
# Rv3671c protease = inhibits the M. tuberculosis serine protease Rv3671c | P9WHR9 | inhibition, % at 5.96 µM | 320,000 tested, 0.048% active | AID 2606; in the data active means inhibition above about 38%;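 further: extracellular domain of Rv3671c used as enzyme; 0% = enzyme with DMSO and 100% = no enzyme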
# Target sequence (P9WHR9 whole entry, looked up, the tested form may be a part): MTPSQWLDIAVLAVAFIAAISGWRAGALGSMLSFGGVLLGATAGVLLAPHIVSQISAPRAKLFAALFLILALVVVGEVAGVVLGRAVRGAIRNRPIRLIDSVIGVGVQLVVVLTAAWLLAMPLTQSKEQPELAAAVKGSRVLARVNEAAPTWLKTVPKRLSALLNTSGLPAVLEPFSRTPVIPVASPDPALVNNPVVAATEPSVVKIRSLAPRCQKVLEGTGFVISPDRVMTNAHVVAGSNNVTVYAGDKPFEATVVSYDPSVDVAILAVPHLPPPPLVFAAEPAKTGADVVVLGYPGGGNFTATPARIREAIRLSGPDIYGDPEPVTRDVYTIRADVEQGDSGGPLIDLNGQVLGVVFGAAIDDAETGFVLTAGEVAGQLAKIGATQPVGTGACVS
# MazF activator = activators of E. coli MazEF toxin-antitoxin RNase. P0AE70. FAM/BHQ RNA-DNA oligo cleavage fluorescence, 5 h. activation, % at 20 µM. 350,000 tested, 0.32% active; in the data active means activation above about 50%
# Target sequence (P0AE70 whole entry, looked up): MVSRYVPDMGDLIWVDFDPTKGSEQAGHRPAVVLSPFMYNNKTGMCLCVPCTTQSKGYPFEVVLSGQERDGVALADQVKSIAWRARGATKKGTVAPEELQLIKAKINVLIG
# SARS 3CLpro inh = SARS-CoV 3CLpro protease inhibition | P0C6X7 | inhibition, % at 6 µM | recombinant SARS-CoV 3CLpro, quenched FRET peptide cleavage | 290,000 tested, 0.14% active | AID 1706; in the data active means inhibition above about 12%
# BoNT F protease = inhibitors of Botulinum neurotoxin F light chain protease; 360,000 tested, 0.22% active; AID 588497; inhibition, % at 10 µM; Multiplex microsphere protease cleavage assay, flow cytometry; in the data active means inhibition above about 35%, passing the limit was not always enough; inconclusive means no clear call, values can overlap the other calls; further: plate controls were buffer without enzyme for full effect and enzyme alone for no effect
# PrPC surface inh = inhibitors of human cell surface prion protein PrPC | TR-FRET read-out | inhibition, % at 13.8 µM | P04156 | 370,000 tested, 0.43% active; in the data active means inhibition above about 24%; further: 0% = median of the test wells and 100% = reference compound wells
# PriA SSB inh = K. pneumoniae PriA-SSBct interaction inhibition. AlphaScreen SSBct-PriA binding, biotinylated peptide. inhibition, % at 33 µM. 430,000 tested, 0.6% active. AID 1272365; in the data active means inhibition mostly above about 37%, no sharp cut-off; inactive means mostly below about 20%;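 further: plate controls were negative control peptide for no effect and reference peptide for full effect; strong numbers were not always called active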
# DUSP3 inh = DUSP3 (human) phosphatase inhibition. recombinant VHR phosphatase, pNPP absorbance. inhibition, % at 13.3 µM. 290,000 tested, 0.52% active; in the data active means inhibition above about 50%; further: some compounds called inactive have numbers as strong as hits
# Target sequence (P51452 whole entry, looked up): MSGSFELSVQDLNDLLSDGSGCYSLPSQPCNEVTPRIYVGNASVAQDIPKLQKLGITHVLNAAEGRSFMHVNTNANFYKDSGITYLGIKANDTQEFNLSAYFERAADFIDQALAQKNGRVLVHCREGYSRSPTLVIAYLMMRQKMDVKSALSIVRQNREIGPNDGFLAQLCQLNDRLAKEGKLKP
# BoNT A protease = blocks Botulinum neurotoxin A light chain protease | multiplex microsphere protease substrate cleavage, flow cytometry | 360,000 tested, 0.17% active | inhibition, % at 10 µM; further: plate controls were buffer without enzyme for full effect and enzyme alone for no effect
# The depositor's hits bear a star; ? = inconclusive; . = no result given. Unless noted, no stated cut-off is given here; in the data, active means inhibition above about 30%; inconclusive means no clear call, values can overlap the other calls; inactive means below that.
SMILES,Anthrax LF inh2,CCHF vOTU inh,Rv3671c protease,MazF activator,SARS 3CLpro inh,BoNT F protease,PrPC surface inh,PriA SSB inh,DUSP3 inh,BoNT A protease
CCOC(=O)C1=C(O)C(=O)N(c2ccccc2)C1c1cccc([N+](=O)[O-])c1 (centres undefined),6,2,3,-4,-2,7,-6,0,-4,-3.1
O=C(C[C@@H]1C/C=C\C[C@H](NC(=O)OCC2c3ccccc3-c3ccccc32)C(=O)O[C@H](c2ccccc2)CNC1=O)NCCO,-1,-7,0,-8,.,-10,2,9,.,0.7
COCC(C)N1CCC(n2nccc2NC(=O)CCOc2ccccc2)CC1 (centres undefined),-3,-6,4,1,-4,-7,-9,-5,6,1.5
Cc1ccc(Nc2c([N+](=O)[O-])c(=O)n(C)c3ccccc23)cc1C,2,3,-8,13,-9,3,-14,-4,-4,5.8
CCOC(=O)c1nn(C23CC4CC(CC(C4)C2)C3)c2c1C(=O)N(c1ccc(C)cc1)C2=O,-1,16,6,4,8,0,5,-11,28,0.0
O=C(CN1CCN(c2ccccc2O)CC1)NC(c1ccccc1)c1ccccc1,-3,-10,0,7,-3,-5,-7,-4,18,-0.7
O=[N+]([O-])c1ccc(CN2CC=C(c3ccccc3)CC2)cc1,-7,.,2,16,1,9,.,4,7,0.4
Cc1ccnc(NS(=O)(=O)c2ccc(Cl)nc2)c1,2,6,-5,5,-4,-1,-1,0,10,-1.0
NC(=O)c1ccsc1NC(=O)COC(=O)Cc1cccc2ccccc12,-2,11,-10,-3,5,-6,10,9,-2,0.2
Cc1ccc(C)c(OCCC(=O)OCC(=O)NC(=O)NCc2ccccc2)c1,0,0,4,10,.,?,-6,-4,.,-2.5
Cc1ccc(Sc2nc(C)cc(C)c2S(C)(=O)=O)cc1,-1,23,0,0,-2,-6,13,-6,16,0.2
Cc1nc(CSc2nsc(/C=C/N(C)C)c2C#N)cs1,-2,-4,.,-4,2,-4,2,7,-3,-0.6
O=C(NNC(=O)c1c(F)cccc1F)c1ccccc1-n1cccc1,-1,-2,2,2,1,-4,-5,3,28,-1.0
CCC1([N+](=O)[O-])COC(c2ccc(C(C)C)cc2)OC1 (centres undefined),-1,-3,.,3,.,3,11,1,.,-0.1
CC12CCC(=O)N1C(C(=O)OCC(=O)Nc1ccc(Cl)c(Cl)c1)CS2 (centres undefined),-4,7,1,0,4,0,0,-12,11,0.3
Fc1cccc(NC(=S)N2CCc3ccccc32)c1,0,1,.,-11,-2,3,2,-3,38,1.4
C[n+]1ccccc1/C=C/c1ccc(F)c(F)c1,-2,-3,6,-17,-2,12,-3,-10,16,0.9
Cc1ccc(S(=O)(=O)N2CCN(c3cccc(C)c3)CC2)cc1,-3,2,0,-9,4,-22,-7,-10,4,-1.7
O=C(Nc1ccccc1)N1CCSCC1,-2,14,5,-7,1,-4,4,-13,30,-1.3
CCOc1ccc(CCNC(=O)c2cc3sc(Cl)cc3n2C)cc1OCC,2,-2,6,4,5,10,-5,-7,40,0.5
Cc1ccc(C)c(NS(=O)(=O)c2cc(Br)cnc2N)c1,-2,9,-5,-3,0,-5,8,-8,14,-0.3
O=C(NCc1ccccc1OC(F)(F)F)C1CCC(=O)N(Cc2cccc(F)c2)C1 (centres undefined),-2,13,6,-1,1,-14,-5,-7,23,1.9
O=C(CSc1nccc(=O)[nH]1)Nc1ccc(S(=O)(=O)N2CCOCC2)cc1,-6,6,2,2,-2,-4,3,-10,22,0.1
O=C(NC1CC1)c1ccc(NC(=O)C2CCC2)cc1,-3,-8,.,5,.,-6,0,-2,.,-0.1
CC(Sc1nnc(C2CC2)n1C1CC1)C(=O)N(C)C1(C#N)CCCCC1 (centres undefined),-4,12,1,13,.,8,-2,-4,.,-0.4
# (next part)
SMILES,Anthrax LF inh2,CCHF vOTU inh,Rv3671c protease,MazF activator,SARS 3CLpro inh,BoNT F protease,PrPC surface inh,PriA SSB inh,DUSP3 inh,BoNT A protease
CC(NC(=O)C1(C)CC1(Br)Br)C(C)(C)C (centres undefined),0,8,2,-6,7,-10,1,2,12,0.1
OCCC1CN(Cc2ccc3nsnc3c2)CCN1C1CCCCC1 (centres undefined),-1,1,7,6,1,-2,-30,-7,26,-0.2
Cc1ccnc(SCc2cc(=O)c(OC(=O)c3cc([N+](=O)[O-])ccc3Cl)co2)n1,-1,-16,-4,12,1,-2,2,1,2,-0.2
Cc1cc(C)cc(N2C(=O)CC(Sc3ccccc3C(=O)O)C2=O)c1 (centres undefined),4,-9,6,8,1,0,0,-21,10,-0.3
Cc1ccc2nc(NC(=O)c3ccc(S(=O)(=O)N4CCCc5ccccc54)cc3)sc2c1,1,3,2,-8,9,-3,-1,5,2,-0.1
O=C(CC(c1ccccc1)c1ccccc1O)NCCN1CCOCC1 (centres undefined),0,12,-10,-2,-1,10,3,-10,14,-0.5
S=C(N/N=C/c1ccccc1)N1CCOCC1,-5,-2,1,7,-6,-10,-2,.,-8,-2.8
CO/N=C/c1ccc(N2CCN(C(=O)c3ccc(C)cc3)CC2)c([N+](=O)[O-])c1,-5,16,9,2,3,-4,-25,.,25,-3.6
Cc1ccc(CN2CCN(C/C=C/c3ccc(F)cc3)CC2CCO)o1 (centres undefined),-2,-9,8,0,3,-3,-8,-2,16,-1.4
CCOC(=O)c1ccc(S(=O)(=O)NCC(C)(C)N2CCOCC2)cc1,-6,1,13,2,1,-7,1,-4,-6,-0.8
CNC(=O)CSc1cnc2ccccc2n1,0,10,-10,13,0,1,-5,9,-1,0.8
CCC(C)(C)NC(=O)CCCSc1nc2ccccc2[nH]1,-5,-7,12,4,3,-3,8,-4,-8,-0.5
Cc1ccc(C(=O)C[n+]2cccc(C(N)=O)c2)cc1,5,4,-3,4,0,5,1,2,17,-0.4
COc1ccc(OC)c(NC(=O)CN2C(=O)CSc3ccc(S(=O)(=O)N4CCCC4)cc32)c1,0,-3,5,14,-9,-4,13,6,23,-1.4
CCOC(=O)C1=CCC(c2ccc(F)cc2)N(S(=O)(=O)c2ccc(C)cc2)C1 (centres undefined),6,3,.,.,.,-2,1,.,.,0.9
CC1CN/C(=C\C(=O)c2ccc(Cl)cc2)C(=O)N1 (centres undefined),-5,5,-4,13,2,-9,-19,.,13,?
Cc1cccc(NC(=O)[C@@H](NC(=O)[C@@H]2Cc3ccccc3CN2)C(C)C)c1,4,-1,8,9,3,-2,2,-6,0,-0.3
O=C(CSc1nc2c(c(=O)[nH]1)CCC2)Nc1cccc(F)c1,0,-6,-6,10,-3,-7,3,-9,7,-1.2
O=C(CC(C(=O)c1ccccc1)c1ccccc1)c1ccccc1 (centres undefined),-5,7,.,-8,.,3,-14,-7,.,-0.5
COc1ccc(C(=O)NC2CCCCCC2)cc1S(=O)(=O)N1CCOCC1,6,10,-13,6,-3,1,4,-6,14,0.5
O=C(c1ccc(N2CCNCC2)cc1)c1cccnc1,5,17,-2,1,1,-8,-19,11,0,0.7
CCCCN1C(=O)/C(=C(/C#N)C(N)=O)c2ccccc21,1,-6,-4,5,7,7,-2,-19,19,1.3
CC(=O)Nc1ccc(NC(=O)/C(Cl)=C/c2ccccc2)cc1,0,8,-5,8,-9,-7,-1,-20,24,0.1
CC(=O)c1cccc(NC(=O)C2CCN(S(=O)(=O)c3cccs3)CC2)c1,-2,-7,-8,7,0,6,4,-9,29,-0.9
S=C(Nc1ccccc1)N1CCN(C/C=C/c2ccccc2)CC1,-5,-4,5,-10,4,-2,-2,10,18,-1.5

# Compounds from the list above that have bromine:
SMILES,Anthrax LF inh2,CCHF vOTU inh,Rv3671c protease,MazF activator,SARS 3CLpro inh,BoNT F protease,PrPC surface inh,PriA SSB inh,DUSP3 inh,BoNT A protease
Cc1ccc(C)c(NS(=O)(=O)c2cc(Br)cnc2N)c1,-2,9,-5,-3,0,-5,8,-8,14,-0.3
CC(NC(=O)C1(C)CC1(Br)Br)C(C)(C)C (centres undefined),0,8,2,-6,7,-10,1,2,12,0.1

# Other results follow:
SMILES,Anthrax LF inh2,CCHF vOTU inh,Rv3671c protease,MazF activator,SARS 3CLpro inh,BoNT F protease,PrPC surface inh,PriA SSB inh,DUSP3 inh,BoNT A protease
C/C(=N\N=C1\NC(=O)C(CC(=O)Nc2ccc(C)c(Cl)c2)S1)C(C)C (centres undefined),0,5,4,1,3,-3,-2,.,15,-2.7
CC(SC1=NCCN1S(=O)(=O)c1ccccc1)c1ccccc1 (centres undefined),-3,-1,3,-7,-1,6,4,-14,15,0.5
CCOc1ncccc1C(=O)N1CCN(C(c2ccccc2)c2ccccc2)CC1,-10,7,-2,7,2,-2,-1,4,34,-0.7
O=C(O)/C=C1\NC(=O)c2ccccc21,1,9,1,3,-1,-22,4,4,-12,-0.8
O=c1cc(-c2ccc(OCc3ccccc3)cc2)oc2cc(OCc3ccccc3)cc(OCc3ccccc3)c12,-5,-2,.,1,.,4,-8,-2,.,-0.1
O=C(c1ccc(Cl)c(S(=O)(=O)Nc2ccc(F)cc2)c1)N1CCN(c2ccccn2)CC1,-1,7,1,6,2,2,-5,7,34,0.1
Cc1ccc([N+](=O)[O-])cc1S(=O)(=O)Nc1ccc(C(=O)NCc2ccccn2)cc1,0,-5,-1,-2,.,11,-21,-2,.,2.7
COc1cc(C(=O)NC(C)c2cccc3ccccc23)cc(OC)c1OC (centres undefined),-4,-5,-6,4,-2,-2,2,1,16,-2.0
O=C(NCCN1CCOCC1)/C(=C/c1ccco1)NC(=O)c1ccccc1,0,-1,-11,3,-2,-7,-1,-1,0,-1.7
O=c1[nH]c(N2CCc3ccccc3C2)nc2c1CCC2,0,-5,1,8,-1,9,3,-7,9,4.7
Cc1nn(C)c(Cl)c1CN1CCC(CO)(CCOc2ccccc2)CC1,2,16,-1,5,-3,12,7,-25,0,0.9
Cc1cc(C)c2cc(N)c(Cl)nc2n1,-1,-4,.,.,.,-10,-1,.,.,-1.7
Cc1ccc(C(=O)NC2CCc3ccccc3C2=O)cc1 (centres undefined),0,-9,0,9,-3,7,-3,5,-1,0.5
C=CCN(C(=O)CNC(=O)c1ccco1)C(C(=O)NC1CCCC1)c1ccc(OC)cc1 (centres undefined),1,4,8,2,9,-3,7,-2,-20,-0.6
Cc1ccc(S(=O)(=O)N(Cc2ccccc2)c2ccccc2C(=O)Nc2ccccc2C(=O)NCc2ccco2)cc1,-2,2,-47,-25,5,-1,15,3,-11,-1.1
COc1ccc(C(=O)C2CCCN(S(=O)(=O)C(C)C)C2)c(C)c1 (centres undefined),-2,-6,-4,5,6,1,8,-15,12,-0.3
O=C(O)Cc1nc2nc3c(c(=O)n2[nH]1)CCCC3,-2,-6,8,-2,1,-10,6,-8,1,0.1
N#Cc1nc(Cc2cccc3ccccc23)oc1N1CCCCC1,-8,-8,-5,-9,1,7,-4,5,-8,-0.6
Cc1ccc2occ(-c3nn[nH]n3)c(=O)c2c1,0,-13,6,-2,-3,-10,4,3,-8,-0.9
CCN(CC)c1ccc(CNCCc2ccc(F)cc2)cc1,-4,-7,9,0,1,-7,8,19,23,-1.4
O=C(/C(=N\Nc1ccc(Br)cc1)Sc1nnnn1-c1ccccc1)c1ccccc1,-1,-2,-3,-9,-2,-6,3,.,2,0.6
Cc1n[nH]c(C)c1S(=O)(=O)N1CCC(C(=O)N2CCn3c2nc2ccccc23)CC1,-5,2,-1,1,4,-3,-3,-7,23,-0.9
CN1CCN(c2ccccc2NC(=S)NC(=O)c2cc3ccccc3o2)CC1,-4,20,1,0,-12,-4,-11,3,31,-0.3
COc1cc2c(cc1OC)CN(C(=O)Nc1ccccc1Cl)CC2,12,-26,-7,4,-2,-12,-5,0,31,1.7

# Full records from above. Order of screens: Anthrax LF inh2, CCHF vOTU inh, Rv3671c protease, MazF activator, SARS 3CLpro inh, BoNT F protease, PrPC surface inh, PriA SSB inh, DUSP3 inh, BoNT A protease
# C/C(=N\N=C1\NC(=O)C(CC(=O)Nc2ccc(C)c(Cl)c2)S1)C(C)C (centres undefined) across the screens: 0, 5, 4, 1, 3, -3, -2, ., 15, -2.7
# Cc1n[nH]c(C)c1S(=O)(=O)N1CCC(C(=O)N2CCn3c2nc2ccccc23)CC1 across the screens: -5, 2, -1, 1, 4, -3, -3, -7, 23, -0.9

# An excerpt (hit frequency here may not be typical).
